# tim23-1 inh: tim23-1 yeast growth inhibition | S. cerevisiae tim23-1 growth, BacTiter-Glo luminescence, 24 h | inhibition, % at 20 µM | 330,000 tested, 1.3% active;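 active means growth inhibition of the mutant yeast at or above 50%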;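 further: temperature-sensitive mutant grown at 25 °C; plate controls were DMSO-treated mutant yeast for no effect and medium wells lacking yeast for full effect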
# APJ antag: antagonists of human APJ apelin receptor; P35414; 330,000 tested, 0.32% active; CHO-K1 APJ beta-arrestin complementation, luminescence; inhibition, % at 20 µM;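 active means inhibition above about 40% at 20 µM, limit read from the data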;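 further: cells challenged with 10 nM apelin-13 agonist together with compound; plate controls were apelin-13 plus DMSO wells for no effect and DMSO wells lacking apelin-13 for full effect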
# UPR XBP1 act: adaptive UPR (XBP1) activation. CHO-XBP1 luciferase reporter, IRE1-XBP1 UPR activation, luminescence; percent of tunicamycin response, DMSO as zero. activation, % at 20 µM. AID 463104. 330,000 tested, 0.33% active;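 active means versus positive control, 20 µM dose yields 30% or more activation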;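 further: 100% = tunicamycin at 10 µg/mL and 0% = DMSO only wells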
#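 incubation = overnight seeding at 37 °C, 6 h compound treatment at 37 °C | assay system = CHO-XBP1 cells stably carrying IRE1-XBP1-driven luciferase reporter | input = 1000 cells per well | detection = luciferase luminescence | dosing = single point, 20 µM final compound, 1% DMSO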
# APJ ag: APJ receptor agonism | 330,000 tested, 0.11% active | CHO-K1 APJ PathHunter beta-arrestin, luminescence; 0% DMSO wells, 100% apelin | activation, % at 20 µM | AID 2520 | P35414;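 active means activation more than six SD over the plate average, tested at 20 µM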;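 further: 0% = DMSO alone and 100% = apelin-13 at 10 nM; some results filed as inactive read as strong as hits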
#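 Assay system: engineered CHO-K1 APJ arrestin reporter cells; Amount: 1000 CHO-K1 reporter cells seeded per well; Dosing: one dose, 20 µM compound, 1% DMSO; Times: compound stimulation 90 min at 25 °C, detection 60 min; Measured by: luminescent beta-gal fragment complementation, chemiluminescent substrate; Read-out: APJ–arrestin association signal; Controls: DMSO vs Apelin-13 10 nM.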
# Mdm2-MdmX inh: inhibitors of human Mdm2/MdmX interaction; O15151+Q00987; SaOS-2 split-luciferase Mdm2/MdmX complementation, luminescence; inhibition, % at 8 µM; 330,000 tested, 3% active; AID 485346;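 active means inhibition of at least 50% at 8 µM in the primary screen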
# Target sequence (O15151 whole entry, looked up): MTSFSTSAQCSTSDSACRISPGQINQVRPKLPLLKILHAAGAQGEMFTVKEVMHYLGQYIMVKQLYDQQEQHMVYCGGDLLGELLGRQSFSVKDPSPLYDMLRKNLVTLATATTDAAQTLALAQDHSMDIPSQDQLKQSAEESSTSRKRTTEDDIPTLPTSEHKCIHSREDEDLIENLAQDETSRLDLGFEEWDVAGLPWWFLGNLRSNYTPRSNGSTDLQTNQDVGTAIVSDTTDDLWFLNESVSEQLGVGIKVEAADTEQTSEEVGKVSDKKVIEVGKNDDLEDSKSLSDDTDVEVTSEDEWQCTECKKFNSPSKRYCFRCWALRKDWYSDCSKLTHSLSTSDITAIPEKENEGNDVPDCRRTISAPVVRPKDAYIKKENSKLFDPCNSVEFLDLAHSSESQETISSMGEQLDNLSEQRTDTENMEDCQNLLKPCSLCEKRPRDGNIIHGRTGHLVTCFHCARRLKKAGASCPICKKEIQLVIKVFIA
# Target sequence (Q00987 whole entry, looked up): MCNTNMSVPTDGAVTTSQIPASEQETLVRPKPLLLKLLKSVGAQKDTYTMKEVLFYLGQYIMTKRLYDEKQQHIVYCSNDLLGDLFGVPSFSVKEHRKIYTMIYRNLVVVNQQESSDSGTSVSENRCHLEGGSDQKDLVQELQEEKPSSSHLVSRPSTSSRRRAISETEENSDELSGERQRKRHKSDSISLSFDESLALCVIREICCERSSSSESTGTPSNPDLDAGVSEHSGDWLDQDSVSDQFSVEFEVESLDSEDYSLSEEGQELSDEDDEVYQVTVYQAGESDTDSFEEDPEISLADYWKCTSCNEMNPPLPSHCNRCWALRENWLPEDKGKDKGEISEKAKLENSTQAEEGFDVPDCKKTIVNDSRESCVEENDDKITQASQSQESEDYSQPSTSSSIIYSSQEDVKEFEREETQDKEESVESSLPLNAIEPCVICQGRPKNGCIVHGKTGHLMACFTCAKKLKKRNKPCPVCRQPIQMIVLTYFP
# UPR CHOP act: activators of apoptotic arm of unfolded protein response (CHOP) | AID 449763 | CHO-CHOP luciferase reporter, UPR activation, luminescence; percent of tunicamycin response over DMSO baseline | activation, % at 10 µM | 330,000 tested, 0.34% active;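 active means at 10 µM dose, activation of 40% or more, normalized to positive control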;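 further: 100% = tunicamycin at 10 µg/mL and 0% = DMSO alone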
#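 Dosing – one dose, 10 µM in 0.5% DMSO · System – CHO-CHOP cells, stable luciferase reporter of PERK-eIF2a-CHOP signalling · Input – 500 cells/well · Control set – tunicamycin 10 µg/mL final as positive, DMSO-only wells as negative · Timing – 6 h compound treatment, 37 °C · Measure – % activation vs tunicamycin · Technique – luminescence read with Steady-Glo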
# Jurkat NFkB inh: lowers PMA/ionomycin-induced NF-kB signal in Jurkat cells; AID 435003; inhibition, % at 4 µM; PMA/ionomycin-induced NF-kB luciferase reporter, luminescence; 330,000 tested, 0.53% active; in the data active means inhibition above about 50%
# 697 NFkB inh: lowers PMA/ionomycin-induced NF-kB signal in 697 B cells. 330,000 tested, 0.33% active. 697 B-cell NF-kB luciferase reporter, 16 h. inhibition, % at 4 µM; in the data active means inhibition above about 35%
# Starred values were filed as active, the others as inactive; / = no result given. An unsorted share of the library; overall some 5% were active at least once.
# Under each structure – tim23-1 inh, APJ antag, UPR XBP1 act, APJ ag, Mdm2-MdmX inh, UPR CHOP act, Jurkat NFkB inh, 697 NFkB inh
O=C(CCC(=O)N1CCOCC1)NCCc1ccccc1
    -7, 6, 3, -3, 21, 0.0, -1, -8
CCN(CC)c1nc(N)n(CCSC(=S)N(C)C)c(=O)n1
    11, 15, 1, -3, 17, 1.2, 1, 15
CCN1C(=O)[C@H]2[C@@H](c3ccc(C)cc3)N3C(=O)N(c4ccccc4)C(=O)[C@@]3(C)[C@H]2C1=O
    15, -8, -1, -3, 19, -2.0, -14, 1
Cc1ccc(CNC(=O)COC(=O)c2ccc(Cl)c(N)c2)cc1
    -10, 3, -1, -3, -1, 0.5, -4, 4
O=C(NC1CCCCC1)C1CCN(C(=O)c2ccccc2Cl)CC1
    -9, 6, -2, -4, -7, -0.3, -10, 7
CCc1nnc(NC(=O)CN2CCN(Cc3cccc(F)c3)CC2)s1
    -7, 6, -2, 4, -10, -0.2, 2, 5
COc1ccc(/C=N/NC(=O)c2cccc([N+](=O)[O-])c2)cc1OC(=O)c1ccccc1
    13, -8, -1, -5, 13, -1.0, 23, 3
COc1ccccc1N1CCN(C2CCCN(Cc3ccc(Cl)cc3)C2)CC1 (stereo not given)
    6, 16, -3, -3, 18, 1.4, 5, -5
CN(C(=O)Cn1nc(Cl)ccc1=O)C1CCCN(Cc2ccccc2F)C1 (stereo not given)
    15, 11, -1, -4, -8, 2.3, -1, -10
CSc1nnnn1-c1ccc(C(=O)O)cc1
    7, 26, -1, -3, -3, -1.0, 1, 4
O=S(=O)(c1ccc(N2CCOCC2)cc1)N1CCOCC1
    3, -4, -1, 1, 10, -2.4, 1, 16
CCOc1ccc(N2C(=O)CC(N(CCc3ccc(OC)cc3)C(=O)/C=C/C(=O)O)C2=O)cc1 (stereo not given)
    -11, 22, 0, -2, 25, 0.2, 11, 21
Cc1cccc(C)c1NC(=O)CSC(=O)c1sc2ccccc2c1Cl
    -2, 20, 3, -5, 20, 0.3, 14, 16
Nc1cc(N)nc(SCC(=O)NNC(=O)c2ccc(Cl)cc2)n1
    -3, 0, 2, -2, 13, 2.1, -16, 13
Nc1cc(N2CCCCC2)c([N+](=O)[O-])cc1Cl
    35, -8, 3, 2, 11, 0.8, -10, -16
CCOC(=O)c1ccc2c(c1)nc(SCC(=O)c1ccco1)n2CC
    23, 9, -1, 0, -1, 4.5, -24, -29
O=C(Nc1ccccc1N(C(=O)c1ccco1)S(=O)(=O)c1cccs1)c1ccco1
    54*, 16, -4, -2, 32, -2.1, 3, 5
COc1ccc(N2CCN(C(=O)C(=O)c3c[nH]c4ccccc34)CC2)cc1
    8, -12, -3, 4, 1, 0.1, 3, -6
CC1(C)Cc2ccccc2C(=NCCCC(=O)O)N1
    7, -13, 0, -6, 12, -0.7, 12, 4
CSc1ccccc1NC(=O)c1cc(Cl)sc1Cl
    10, 6, 1, -2, 10, -0.3, 0, -9
Cc1c(NS(=O)(=O)c2ccc(S(=O)(=O)c3ccccc3)s2)c(=O)n(-c2ccccc2)n1C
    25, 15, 3, 0, -14, -0.1, -47, -34
CN1/C(=C/C(=S)NC(=O)C2CCC2)C(C)(C)c2ccccc21
    9, 17, -3, -4, 18, -0.9, 15, 3
COC(=O)Nc1ccc(S(=O)(=O)NC2CCS(=O)(=O)C2)cc1 (stereo not given)
    3, -13, -2, -1, 11, -0.7, 3, 1
CCN(CC)c1ccc(/C=N/O)cc1
    5, -3, -1, -2, 9, 0.7, 5, -16
Cc1cc(OCCN2CCOCC2)ccc1[N+](=O)[O-]
    13, -10, 1, 0, -14, 3.0, -28, -48
Nn1c(SCC(=O)NCCc2ccc(F)cc2)nnc1C1CCCCC1
    12, -80, 0, -4, 7, 3.8, 7, 19
COC(=O)c1cc(NCc2ccc3c(c2)OCO3)ccc1N1CCOCC1
    11, 3, 0, -2, 6, -2.3, -1, 8
O=C(NC1CCCN(Cc2ccc(Cl)cc2)C1)C1CCC1 (stereo not given)
    -10, -7, -4, 2, -3, -2.2, 4, 3
COc1ccc(CCNC(=O)C(=O)NCC2CCCO2)cc1OC (stereo not given)
    -2, 3, -1, -4, 12, -0.2, 13, 20
OCC[C@H]1C[C@H](O)[C@@H](O)[C@]2(OCCc3ccccc32)O1
    2, 17, 2, -1, 11, 0.1, 4, 9
O=C(OCC(=O)c1c[nH]c2ccccc12)c1cncc(Br)c1
    19, -5, 4, 1, 1, 5.3, 6, -3
CCN1/C(=C/C=C/C=C/C=C/c2sc3ccccc3[n+]2CC)Sc2ccccc21
    9, 8, 0, -6, 23, 21, 7, 4
CCCCOc1cccc(C(=O)NC(=S)Nc2cccnc2)c1
    43, 12, 0, -3, -2, 1.1, -10, -18
O=C(NN1C(=O)C2C3C=CC([C@@H]2C1=O)C31CC1)c1ccccc1 (stereo not given in full)
    2, 10, 0, -2, 13, 1.1, 13, 19
Cc1cc(N/N=C2\CC(C)CC(C)(C)C2)nc2ccccc12 (stereo not given)
    39, 19, 1, -3, 30, 9.9, 2, -4
CCN(c1cccc(C)c1)C1C(=O)c2ccccc2N1C(C)=O (stereo not given)
    18, 5, 1, 1, -12, -1.1, 16, -7
COc1ccccc1N1CCN(C(=O)CCN2C(=O)c3cccc4cccc(c34)C2=O)CC1
    18, 10, -3, 0, -14, 1.5, -10, -8
COC(CN(C)C(C(=O)NC1CCCCC1)c1ccccc1)OC (stereo not given)
    10, -6, -1, -2, 6, -1.9, -6, -4
Cc1ccc(/C=N/N=C2/NC(=O)CS2)o1
    2, 2, -2, -3, -10, 0.5, -9, 7
O=C(NNC(=S)Nc1cccc(Cl)c1)c1ccccc1OC(F)F
    33, 19, 1, -5, -7, 0.4, -12, -21
Cc1ccc(Cl)cc1NC(=S)Nn1cnnc1
    -10, -6, -3, -6, 10, -0.7, 10, -13
CC(=O)Nc1ccc(S(=O)(=O)N2CCCN(S(=O)(=O)c3ccc(NC(C)=O)cc3)CC2)cc1
    -3, 6, 0, 0, -6, 1.1, 14, 5
COc1ccc(CCNC(=O)c2cc(C(C)C)on2)cc1OC
    -2, 13, -2, 4, 8, -0.6, 3, -5
Cc1ccc2[nH]c3c(=O)n(Cc4ccncc4)cnc3c2c1
    -6, 1, -7, 0, -2, -1.9, -17, 0
Cc1ccc(CN2C(=O)c3ccccc3NC23CCN(Cc2ccccc2)CC3)cc1
    -22, 23, -3, -1, -12, 0.5, 2, 0
O=C(COC(=O)Cc1ccsc1)NCC1CCCCC1
    13, 16, -3, 8, 9, 0.8, 1, 6
CCCCc1ccc(NC(=O)OC)cc1
    9, -6, 4, -2, 6, 5.4, -8, -2
COc1ccc(Cc2noc(-c3ccccc3)n2)cc1OC
    4, 11, 2, 0, 16, -0.4, 10, -15
COc1ccc(-c2csc(Cc3nc(O)cs3)n2)cc1
    5, 66*, 5, -13, -141, 11, -100, -138
O=C(O)c1sc2ncccc2c1OCc1ccccc1
    19, 11, 1, -2, 18, -5.3, -12, -18

# Further entries:
# Under each structure – tim23-1 inh, APJ antag, UPR XBP1 act, APJ ag, Mdm2-MdmX inh, UPR CHOP act, Jurkat NFkB inh, 697 NFkB inh
CCn1c(C)c(C(C)=O)c(N2CCN(c3ccccn3)CC2)nc1=S
    -3, 3, 0, -2, 4, -2.0, -2, -2
CCN(CC(=O)Nc1ccc2c(c1)OCCO2)C(=O)/C=C/c1ccc(F)cc1
    31, 3, 3, -2, -14, 2.3, -24, -13
CCOP(=O)(OCC)C(NC(=O)Nc1ccc(Cl)cc1)C(=O)N(CC)CC (stereo not given)
    4, -11, 3, 0, 18, 0.2, -5, -10
Cc1c(C)n(CC(O)CN2CCCCCC2)c2ccccc12 (stereo not given)
    -13, 12, -1, -2, 22, -1.7, 3, -5
COc1cccc(CNC(=O)Cn2c(=O)oc3ccccc32)c1OC
    -5, -20, 1, -3, 15, 0.4, -6, -2
O=C(COc1ccc(Br)cc1)NCCCNC(=O)c1ccncc1
    -12, 16, 0, -2, 27, -0.4, -2, -15
Cc1ccc(CNC(=O)CS(=O)(=O)c2cn(CC(=O)N3CCOCC3)c3ccccc23)cc1
    11, -4, -4, -6, 10, -0.6, -4, -11
O=C(CCCc1ccccc1)N1CCN(C2CCCCC2)CC1
    -9, 11, 0, -2, -34, 3.5, -37, -8
CCC1CCCCN1CC(=O)Nc1cc(C)nn1-c1nc(C)cc(C)n1 (stereo not given)
    33, 19, 1, -4, 38, -1.0, 29, 11
CCOC(=O)Cn1c(CN(Cc2ccccc2)Cc2ccccc2)nc2c1c(=O)n(C)c(=O)n2C
    22, 11, -3, -5, 7, 4.4, -1, -10
CN1c2ccccc2C2(C)CCCC3=Cc4cccc([N+](=O)[O-])c4OC312 (stereo not given)
    5, 15, -1, -4, 32, -0.6, 14, -11
COC/C=C/C1=CC2=CC(=O)C(C)(OC(=O)c3cnc4ccccc4n3)C(=O)C2=CN1C1CCCC1 (stereo not given)
    6, -55, 0, 122*, -15, -1.2, 20, 21
CCOC(=O)C1=C(CC)OC(N)=C(C#N)C1c1ccc(OC)c(OC)c1OC (stereo not given)
    23, -5, 4, 0, -6, -1.2, -2, 1
CCOC(=O)C(NS(=O)(=O)c1ccc(Br)cc1)C(C)C (stereo not given)
    27, 7, -1, -4, 4, -2.1, 9, 19
COc1ccc2ccc(O)c(CN3CCN(S(=O)(=O)c4cccc(C(F)(F)F)c4)CC3)c2c1
    26, 5, 2, -2, -5, 8.3, -5, 8
O=C(OCc1ccc(F)cc1)c1cc2ccccc2cc1O
    21, -20, -2, 0, -8, 1.2, -16, -25
Cc1ccc2[nH]c(=O)c(CN(Cc3nnnn3Cc3ccccc3)C3CCCC3)cc2c1
    29, 15, -1, -1, 20, 2.0, -17, -9
Cc1ccc(C2=NS(=O)(=O)N(C)C(C(=O)NCc3ccc(F)cc3)=C2)cc1
    6, 3, 4, -3, 31, 0.1, 8, 17
Nc1ccc(C(=O)C(=O)c2ccccc2)cc1
    0, 2, -1, -6, 12, 1.2, -13, 4
COCCCNC(=O)C[C@H]1C[C@H](C(=O)N2CCCCC2)[C@@]2(CCc3ccccc3)c3[nH]c4cc(CCC(=O)N(C)C)ccc4c3CCN2C1=O
    29, /, 0, /, 26, 1.8, /, 5
O=S(=O)(NCc1ccccc1)c1ccc(S(=O)(=O)NCC2CCCO2)cc1 (stereo not given)
    6, -2, -3, -2, -4, -0.8, -23, 1
COc1ccc(C(=O)c2ccccc2Cl)cc1OC
    19, 1, 3, -3, 12, -1.8, 8, 8
CCCCCCOc1ccc(C(CC(N)=O)C(=O)O)cc1 (stereo not given)
    -2, -1, -1, -4, 11, 1.4, -11, 4
CCOc1ccc(-c2nnn(CC(=O)Nc3cc(OC)ccc3OC)n2)cc1OCC
    12, 11, 3, 2, 0, -0.4, 12, -4

# Screening data deposited in PubChem BioAssay by Sanford-Burnham Center for Chemical Genomics.
